RSV antiviral HEp-2: inhibition of RSV-induced cytopathic effect – HEp-2 cells, primary 10 µM value included (AID 2391). CPE inhibition, % at 10 µM; hits with a dose series show IC50 in µM. HEp-2 cells, RSV-induced CPE inhibition; higher % means a stronger effect. hit rate 0.13% among 310,000; in the data active = a potency from the dose series; inconclusive = CPE inhibition mostly from about 23% at the one dose, without a potency; inactive = the rest, 99 in 100 with CPE inhibition below about 21%; note: strong numbers were not always called active
Dengue-2 NS5 capping: Dengue-2 NS5 methyltransferase inhibitors, primary screen, biochemical, confirmation dose response (AID 588689); Dengue-2 NS5 methyltransferase capping enzyme assay, biochemical; higher % means a stronger effect; inhibition, % at 25 µM, or IC50 in µM where a hit was titrated; hit rate 0.3% among 340,000; in the data active = a potency from the dose series; inconclusive = inhibition above about 29% without an active follow-up result
HIV peptide binding: inhibitors of HIV fusion peptide binding, primary screen, biochemical, uHTS, fluorescence dequenching (AID 1986); cell-free peptide binding, fluorescence dequenching, 30 min; higher % means a stronger effect; inhibition, % at 20 µM, or IC50 in µM where a hit was titrated; hit rate 0.3% among 290,000; in the data active = inhibition mostly above about 52%, no sharp cut-off; inactive = mostly below about 76%; note: some results filed as inactive read as strong as hits
Salmonella PhoP GFP: inhibitors of PhoP regulon expression, primary screen, Salmonella Typhimurium, GFP reporter (AID 1863). S. Typhimurium PhoP-regulated promoter GFP reporter, 4 h; higher % means a stronger effect. inhibition, % at 50 µM, or IC50 in µM where a hit was titrated. hit rate 0.16% among 300,000;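 active = inhibition over 29.93%, a cutoff 3 SD above the screen mean, later confirmed by dose response; inconclusive = inhibition over 29.93% but no dose response follow-up; inactive = inhibition at most 29.93% or unconfirmed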;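 note: 0% = low Mg2+ inducing control and 100% = high Mg2+ repressing control; strong numbers were not always called active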
K1F lysis inhibition: inhibition of K1F phage lysis, E. coli UTI89, bacterial capsule biogenesis inhibitors, alamar blue (AID 488966) | inhibition, % at 100 µM, or IC50 in µM where a hit was titrated | hit rate 0.02% among 340,000 | E. coli UTI89 K1F phage lysis, alamar blue, 2 h; higher % means a stronger effect;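 active = phage lysis inhibition, versus mean bacterial control, above a set limit; inconclusive = no clear call, values can overlap the other calls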;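 note: capsule biogenesis inhibitors block K1F phage lysis so surviving cells raise fluorescence; higher fluorescence means more inhibition of phage lysis; actives were called in the ten point dose series up to 300 µM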
MgcRacGAP inhibition: MgcRacGAP GTPase-activating activity inhibitors, confirmation, biochemical, ADP Hunter fluorescence | MgcRacGAP-stimulated Rac1 GTP hydrolysis, ADP Hunter fluorescence; higher % means a stronger effect; GST-tagged Rac1 F28L mutant substrate | inhibition, % at 30 µM, or IC50 in µM where a hit was titrated | hit rate 0.6% among 340,000;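 active = first-screen hits whose inhibition reached a set limit at any dose in the follow-up dose series; inconclusive = inhibition above the set first-screen limit but never retested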;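 note: fluorescence reports GDP produced by GAP-driven GTP hydrolysis; strong numbers were not always called active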
GPR35 arrestin U2OS: GPR35 antagonists blocking zaprinast-driven arrestin recruitment, primary screen, imaging, U2OS, beta-arrestin-GFP, zaprinast agonist (AID 2058); U2OS GPR35 beta-arrestin-GFP translocation imaging, zaprinast antagonism; higher % means a stronger effect; inhibition, % at 10 µM; hits with a dose series show IC50 in µM; hit rate 0.052% among 290,000;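 active = inhibition of at least 50% with at least 30 cells and total cytoplasm GFP at most 10,000,000; inconclusive = under 30 cells or total GFP of 10,000,000 plus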
GPR55 LPI antagonism: GPR55 antagonists blocking LPI-driven arrestin recruitment, primary screen, imaging, U2OS, beta-arrestin-GFP, LPI agonist (AID 2013) | U2OS GPR55 beta-arrestin-GFP translocation imaging, LPI antagonism; higher % means a stronger effect | inhibition, % at 10 µM, or IC50 in µM where a hit was titrated | hit rate 0.13% among 290,000;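 active = spots per cell inhibited over 60%, with over 100 cells counted and total cytoplasm intensity under 500,000; inconclusive = wells with under 100 cells, flagged as likely toxic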;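 note: U2OS cells stably carrying GPR55 and arrestin-GFP stimulated by 5 µM LPI near EC80; imaged beta-arrestin-GFP aggregate spots per cell after agonist stimulation; plate controls were LPI-stimulated DMSO wells for no effect and DMSO wells without LPI for full effect; some results filed as inactive read as strong as hits; confirmed hits need IC50 under 10 µM and bright autofluorescent wells are also inconclusive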
Large T inhibition: TAg ATPase/helicase activity blockers – biochemical (AID 1903) | SV40 large T antigen ATPase/helicase inhibition assay; higher % means a stronger effect | inhibition, % at 20 µM; hits with a dose series show IC50 in µM | hit rate 0.39% among 310,000; in the data active = a potency from the dose series; inconclusive = inhibition mostly from about 32% at the one dose, without a potency; inactive = the rest, 99 in 100 with inhibition below about 32%; note: strong numbers were not always called active
Dengue-2 NS5 capping pilot replicate: recorded beside Dengue-2 NS5 capping, whose call it bears; inhibition, %; measured here: pilot screen replicate inhibition
Starred values were filed as active, the others as inactive; ? = inconclusive; nt = not tested or not shown; [ ] = remark or other dose.

SMILES	RSV antiviral HEp-2	Dengue-2 NS5 capping	HIV peptide binding	Salmonella PhoP GFP	K1F lysis inhibition	MgcRacGAP inhibition	GPR35 arrestin U2OS	GPR55 LPI antagonism	Large T inhibition	others
COC(=O)c1[nH]c2ccccc2c1NC(=O)CN1CCN(c2cccc(Cl)c2)CC1	14%	-5%	-1.5%	2%	0.1%	5%	11%	9%	0%
CCOC(=O)N1C(=O)[C@@](CC)(c2ccccc2)N1C(=O)OCC	1.3%	-9%	0.4%	nt	0.0%	12%	2%	13%	23%
COc1cc(/C=N/N2CCN(c3ccc(Cl)cc3)CC2)cc(OC)c1OC(C)=O	3.3%	-4%	0.0%	-5%	0.0%	10%	-1%	5%	8%	Dengue-2 NS5 capping pilot replicate=-1.2
CC(=O)c1c(N(C)C)ccnc1C(F)(F)F	1.3%	-4%	-1.2%	-8%	-1.6%	8%	2%	nt	4%
Cc1occc1C(=O)N=Nc1c(O)[nH]c2ccc(Br)cc12	0.8%	nt	0.7%	-13%	nt	nt	-3%	5%	1%
O=C(COC(=O)c1cccnc1Cl)NCc1cccs1	0.8%	-7%	-0.2%	0%	-0.7%	5%	12%	12%	9%
Cn1c(SCC(=O)N2CCc3ccccc32)nc2cccnc21	1.1%	2%	15%	6%	6.2%	6%	3%	11%	2%
Cc1ccc(-n2c(Cc3cccn3C)nnc2SCC(=O)Nc2nnc(C)s2)cc1	nt	-14%	-2.4%	-3%	-0.4%	10%	-3%	19%	3%
O=C(NCC(=O)N1CCOCC1)OCc1ccccc1	0.9%	-1%	-2.4%	22%	-0.2%	6%	13%	12%	1%
CN(C)CCCCOc1ccccc1F	-1.3%	-4%	0.4%	-4%	-0.2%	26%	-22%	-1%	0%
CCc1cccc(NC(=O)[C@@H]2CCCN2C2=NS(=O)(=O)c3ccccc32)c1	0.9%	-8%	nt	nt	0.4%[50 µM]	6%	nt	nt	nt
S=C(c1ccc(-c2ccc(Cl)c(Cl)c2)o1)N1CCOCC1	48%	-3%	7.7%	-13%	0.1%	11%	-6%	7%	3%
CCN(CCCNC(=O)c1cn(CC)c2ccc(S(=O)(=O)N(C)C)cc2c1=O)c1cccc(C)c1	4.7%	-1%	-0.3%	-12%	-0.5%	5%	-2%	8%	18%
N#C/C(=C\c1cccnc1)C(=O)Nc1cccc2ccccc12	2.2%	-25%	1.2%	27%	1.7%	157µM*	25%	6%	11%
Fc1ccccc1/C=N/Nc1ncnc2ccccc12	1.0%	-2%	-1.7%	1%	0.5%	12%	-8%	9%	9%
O=C(CCC(=O)c1cccs1)NC1CCCCCC1	1.1%	-2%	-0.9%	3%	-0.6%	2%	14%	-4%	15%
Cn1nc(C(=O)OCC(=O)NC2CCS(=O)(=O)C2)c2ccccc2c1=O (configuration not stated)	0.1%	0%	-0.2%	3%	0.2%	1%	5%	5%	5%
COc1ccc(/C=N/NC(=O)c2ccc(O)cc2)cc1CN1CCCc2ccccc21	7.3%	-11%	4.1%	20%	1.7%	16%	-4%	3%	17%
COc1cccc(NC(=O)[C@H](C)NC(=O)N2CCn3c2nc2ccccc23)c1	2.0%	-5%	2.0%	-5%	0.2%	8%	-4%	14%	10%
CCn1nc(C)c(NC(=O)/C=C/c2cnn(C)c2C)c1C	0.5%	-1%	-0.7%	12%	-0.1%	0%	1%	-8%	4%
O=S(=O)(Cc1nnnn1-c1ccccc1)c1ccc(F)cc1	0.8%	-3%	0.9%	-8%	2.0%[50 µM]	7%	13%	16%	29%
O=C(N/N=C/c1cccc(Oc2ccccc2)c1)c1ccccc1Br	3.6%	-2%	9.2%	-8%	-2.7%	7%	-8%	7%	0%
CCOC(=O)c1cccc(NC(=O)Nc2cc(OC)ccc2OC)c1	43%	-2%	3.1%	-12%	-0.3%	8%	17%	7%	3%
CCOC(=O)Cn1nnc(-c2ccccc2)n1	3.2%	-4%	1.9%	8%	1.2%	4%	-10%	7%	2%
COc1ccc(CNc2nc3ccccc3s2)cc1OC	2.6%	0%	0.4%	-1%	-0.1%	8%	5%	-9%	19%

Three structures from above, sorted by molar mass, low to high:
SMILES	RSV antiviral HEp-2	Dengue-2 NS5 capping	HIV peptide binding	Salmonella PhoP GFP	K1F lysis inhibition	MgcRacGAP inhibition	GPR35 arrestin U2OS	GPR55 LPI antagonism	Large T inhibition	others
CC(=O)c1c(N(C)C)ccnc1C(F)(F)F	1.3%	-4%	-1.2%	-8%	-1.6%	8%	2%	nt	4%
S=C(c1ccc(-c2ccc(Cl)c(Cl)c2)o1)N1CCOCC1	48%	-3%	7.7%	-13%	0.1%	11%	-6%	7%	3%
COc1ccc(/C=N/NC(=O)c2ccc(O)cc2)cc1CN1CCCc2ccccc21	7.3%	-11%	4.1%	20%	1.7%	16%	-4%	3%	17%

An excerpt from above in order of SMILES length, highest first:
SMILES	RSV antiviral HEp-2	Dengue-2 NS5 capping	HIV peptide binding	Salmonella PhoP GFP	K1F lysis inhibition	MgcRacGAP inhibition	GPR35 arrestin U2OS	GPR55 LPI antagonism	Large T inhibition	others
COc1cc(/C=N/N2CCN(c3ccc(Cl)cc3)CC2)cc(OC)c1OC(C)=O	3.3%	-4%	0.0%	-5%	0.0%	10%	-1%	5%	8%	Dengue-2 NS5 capping pilot replicate=-1.2
Cn1nc(C(=O)OCC(=O)NC2CCS(=O)(=O)C2)c2ccccc2c1=O (configuration not stated)	0.1%	0%	-0.2%	3%	0.2%	1%	5%	5%	5%
CCOC(=O)c1cccc(NC(=O)Nc2cc(OC)ccc2OC)c1	43%	-2%	3.1%	-12%	-0.3%	8%	17%	7%	3%
CCn1nc(C)c(NC(=O)/C=C/c2cnn(C)c2C)c1C	0.5%	-1%	-0.7%	12%	-0.1%	0%	1%	-8%	4%
Cn1c(SCC(=O)N2CCc3ccccc32)nc2cccnc21	1.1%	2%	15%	6%	6.2%	6%	3%	11%	2%
O=C(COC(=O)c1cccnc1Cl)NCc1cccs1	0.8%	-7%	-0.2%	0%	-0.7%	5%	12%	12%	9%
O=C(NCC(=O)N1CCOCC1)OCc1ccccc1	0.9%	-1%	-2.4%	22%	-0.2%	6%	13%	12%	1%
CCOC(=O)Cn1nnc(-c2ccccc2)n1	3.2%	-4%	1.9%	8%	1.2%	4%	-10%	7%	2%
CN(C)CCCCOc1ccccc1F	-1.3%	-4%	0.4%	-4%	-0.2%	26%	-22%	-1%	0%

Additional results:
SMILES	RSV antiviral HEp-2	Dengue-2 NS5 capping	HIV peptide binding	Salmonella PhoP GFP	K1F lysis inhibition	MgcRacGAP inhibition	GPR35 arrestin U2OS	GPR55 LPI antagonism	Large T inhibition	others
O=C(O)CSc1cn(Cc2ccccc2)c2ccccc12	67%	-6%	-1.2%	-6%	-0.2%	-5%	-1%	-1%	10%
COc1ccc(NC(=O)CN(C)C(=O)c2ccc3[nH]c4c(c3c2)CC(C)CC4)cc1 (configuration not stated)	6.5%	-1%	nt	6%	-0.3%[50 µM]	2%	nt	nt	12%
COc1ccc(NS(=O)(=O)c2ccc(F)c(Cl)c2)cn1	0.3%	28%	11%	-3%	0.3%	-2%	0%	-1%	7%
CCN(Cc1ccccc1)C(=O)c1cccc(OC2CCN(C(=O)C3CC3)CC2)c1	?	-15%	-0.9%	1%	-0.4%	0%	13%	-17%	4%
Cc1nc(Cl)cc(N/N=C/c2ccccc2)n1	?	-9%	-1.1%	-4%	-2.6%	-17%	2%	6%	12%
O=C(NC(Cc1ccccc1)c1nc2ccccc2[nH]1)c1cccc([N+](=O)[O-])c1 (configuration not stated)	-1.1%	5%	-3.0%	2%	0.3%	2%	3%	5%	13%
O=C(Cc1ccccc1)NCC(=O)OCC(=O)c1ccc(F)cc1	1.7%	-5%	0.6%	0%	0.9%[50 µM]	9%	2%	-3%	13%
CC(NCCS(=O)(=O)c1ccc(Cl)cc1)c1cccc(Cl)c1 (configuration not stated)	5.0%	-5%	-0.7%	12%	0.0%	3%	-13%	5%	8%
COC(=O)c1ccc(C(=O)Nc2ccc3nc(-c4ccncc4)[nH]c3c2)cc1	0.3%	1%	2.2%	-12%	0.2%	6%	-3%	5%	-3%
COc1ccccc1C(=O)Nc1ccnn1C1CCN(Cc2ccccc2OCCO)CC1	0.0%	1%	-0.4%	-1%	-0.1%	6%	-1%	14%	16%
CC(C)(C)N=C(NS(=O)(=O)c1cccs1)c1ccccc1	nt	-5%	0.1%	nt	1.3%[50 µM]	7%	-11%	3%	nt
N#Cc1ccc(NC(=S)NC(=O)CCc2ccc(S(=O)(=O)N3CCOCC3)cc2)cc1	-2.5%	-6%	-0.3%	-8%	0.3%	13%	7%	4%	11%
CC1CCC(NC(=O)c2nc(Cn3ccc([N+](=O)[O-])n3)no2)CC1 (configuration not stated)	4.0%	-17%	0.7%	-1%	0.3%	-1%	-11%	-7%	12%
CCN(CC)C(=O)C1CCCN(Cc2ccc(OC)c(C)c2)C1 (configuration not stated)	-0.9%	2%	2.3%	8%	-0.3%	25%	7%	12%	12%	Dengue-2 NS5 capping pilot replicate=2.1
Cc1cccn2c(=O)c3cc(C(=O)NCc4cccnc4)c(=N)n(C(C)C)c3nc12	0.2%	-10%	3.6%	13%	0.4%	5%	-16%	37%	5%
COCCSc1ccccc1C(=O)N1CCC(Cc2ccccc2)CC1	8.5%	-9%	-0.3%	1%	-0.9%	-6%	-10%	-14%	1%
COC(=O)c1cc(C)nc2c1C(=O)C(=O)C=C2N1CCOCC1	0.3%	21%	-1.6%	104%	-0.1%	-9%	5%	-11%	0%
CC1CCCN(CCCNC(=O)c2ccc3c(c2)N(Cc2ccc(F)cc2)C(=O)c2ccccc2S3=O)C1 (configuration not stated)	1.7%	5%	-1.8%	0%	13%	7%	-14%	-12%	8%
Cc1ccc(S(=O)(=O)C(C#N)c2nc3ccccc3nc2N2CCCC2)cc1C (configuration not stated)	-0.6%	0%	2.1%	-8%	0.7%	8%	12%	15%	-3%
Cc1nc2sccn2c1-c1nc(-c2cc3ccccc3o2)cs1	?	-4%	6.3%	-7%	0.9%	7%	3%	24%	16%
CCCNC(=O)C1CCN(c2ccc(S(=O)(=O)N3CCOCC3)cc2Cl)CC1	0.0%	-2%	2.8%	-1%	2.1%	3%	8%	21%	8%

Source: PubChem

Not a hit list; any-hit rate near 1.5%.
